TcdB GH inh: TcdB glycohydrolase inhibitors, primary screen, biochemical, single point, plate reader | Toxin B (Clostridioides difficile), P18177 | TcdB glycohydrolase enzymatic assay | inhibition, % at 9.99 µM | 350,000 tested, 0.24% active | AID 652162, 2013; in the data active means inhibition above about 10%
Target sequence (P18177 whole entry, looked up): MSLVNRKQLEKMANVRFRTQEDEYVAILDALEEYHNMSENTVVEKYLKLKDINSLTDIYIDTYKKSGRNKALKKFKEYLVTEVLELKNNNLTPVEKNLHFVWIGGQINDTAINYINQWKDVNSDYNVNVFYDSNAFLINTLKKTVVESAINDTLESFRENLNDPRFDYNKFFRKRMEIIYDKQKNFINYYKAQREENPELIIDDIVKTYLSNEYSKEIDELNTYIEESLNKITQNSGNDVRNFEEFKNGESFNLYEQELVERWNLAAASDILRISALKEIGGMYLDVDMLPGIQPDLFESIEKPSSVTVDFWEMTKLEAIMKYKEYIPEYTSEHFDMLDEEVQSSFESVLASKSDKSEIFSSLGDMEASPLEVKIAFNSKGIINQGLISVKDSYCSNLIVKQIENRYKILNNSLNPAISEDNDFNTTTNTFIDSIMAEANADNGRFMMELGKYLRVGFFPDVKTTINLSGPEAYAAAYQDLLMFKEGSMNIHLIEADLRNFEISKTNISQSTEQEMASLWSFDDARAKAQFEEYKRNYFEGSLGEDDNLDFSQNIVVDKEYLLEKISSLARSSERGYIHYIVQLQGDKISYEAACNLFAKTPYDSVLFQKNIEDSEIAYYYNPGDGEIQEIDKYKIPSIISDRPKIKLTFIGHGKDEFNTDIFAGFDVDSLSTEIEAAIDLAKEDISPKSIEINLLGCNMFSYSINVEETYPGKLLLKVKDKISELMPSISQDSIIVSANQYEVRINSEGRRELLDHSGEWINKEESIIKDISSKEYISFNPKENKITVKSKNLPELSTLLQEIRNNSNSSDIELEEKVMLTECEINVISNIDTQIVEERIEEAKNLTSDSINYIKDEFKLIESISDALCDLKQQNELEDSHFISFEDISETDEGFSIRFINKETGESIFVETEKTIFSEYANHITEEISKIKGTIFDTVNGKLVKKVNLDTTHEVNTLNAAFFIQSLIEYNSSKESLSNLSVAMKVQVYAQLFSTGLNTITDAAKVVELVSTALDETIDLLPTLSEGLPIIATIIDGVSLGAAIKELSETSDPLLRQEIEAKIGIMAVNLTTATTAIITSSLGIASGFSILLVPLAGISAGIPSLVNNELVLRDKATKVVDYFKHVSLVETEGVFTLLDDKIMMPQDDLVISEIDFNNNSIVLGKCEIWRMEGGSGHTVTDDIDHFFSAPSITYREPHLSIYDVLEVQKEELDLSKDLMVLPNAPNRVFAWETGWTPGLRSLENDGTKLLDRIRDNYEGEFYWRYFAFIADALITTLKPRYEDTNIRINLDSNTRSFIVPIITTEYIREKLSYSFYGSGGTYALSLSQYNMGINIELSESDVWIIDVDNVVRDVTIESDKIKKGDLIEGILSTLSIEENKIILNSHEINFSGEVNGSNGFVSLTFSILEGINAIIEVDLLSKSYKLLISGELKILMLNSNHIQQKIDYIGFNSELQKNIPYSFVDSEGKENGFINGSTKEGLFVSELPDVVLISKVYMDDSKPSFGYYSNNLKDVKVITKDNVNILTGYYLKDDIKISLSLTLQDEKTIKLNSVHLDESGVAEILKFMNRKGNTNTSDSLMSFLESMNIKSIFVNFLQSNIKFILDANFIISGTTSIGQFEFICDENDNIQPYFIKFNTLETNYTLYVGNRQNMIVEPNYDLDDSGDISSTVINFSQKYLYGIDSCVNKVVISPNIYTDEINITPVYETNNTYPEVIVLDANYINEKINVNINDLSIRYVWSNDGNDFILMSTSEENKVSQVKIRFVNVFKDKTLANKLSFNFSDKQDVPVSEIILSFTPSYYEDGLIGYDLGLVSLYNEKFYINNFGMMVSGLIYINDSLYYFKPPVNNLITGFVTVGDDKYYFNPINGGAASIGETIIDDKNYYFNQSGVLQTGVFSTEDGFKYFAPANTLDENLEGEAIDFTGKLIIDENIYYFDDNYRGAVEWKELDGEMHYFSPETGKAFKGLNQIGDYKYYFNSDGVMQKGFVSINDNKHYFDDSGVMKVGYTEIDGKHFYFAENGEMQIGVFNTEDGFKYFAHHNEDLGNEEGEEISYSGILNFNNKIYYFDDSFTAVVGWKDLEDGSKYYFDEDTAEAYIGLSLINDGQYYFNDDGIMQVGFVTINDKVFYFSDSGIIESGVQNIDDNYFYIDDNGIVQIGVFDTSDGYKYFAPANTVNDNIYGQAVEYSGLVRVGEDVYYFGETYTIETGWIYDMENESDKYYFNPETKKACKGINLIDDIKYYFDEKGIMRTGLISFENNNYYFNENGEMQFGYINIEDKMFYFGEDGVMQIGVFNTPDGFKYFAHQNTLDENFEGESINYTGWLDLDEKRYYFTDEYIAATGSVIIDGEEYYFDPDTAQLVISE
The depositor's hits bear a star.

SMILES	TcdB GH inh
C[C@@H]1CN([C@@H](C)CO)S(=O)(=O)c2ccc(Br)cc2O[C@@H]1CN(C)Cc1ccccc1	-0.5
CCCC(=O)Nc1ccc2c(c1)C(=O)N(C)[C@H]1CC[C@H](CC(=O)NCC3CCCCC3)O[C@@H]1CO2	-0.7
O=C(CC1CC1)N1CC2(C1)[C@H](c1ccccc1)[C@H](CO)N2Cc1cccc(F)c1	0.3
O=C(NC[C@H]1N[C@H](CO)[C@@H]1c1ccc(C2=CCCC2)cc1)C1CCC1	-1.6
C[C@H]1CN([C@@H](C)CO)C(=O)c2cc(C#CC3(O)CCCC3)cnc2O[C@@H]1CN(C)C	0.2
COCC(=O)Nc1ccc2c(c1)C(=O)N(C)C[C@@H](OC)[C@H](C)CN(C(=O)Nc1ccccc1F)[C@H](C)CO2	-2.3
C[C@H](CO)N1C[C@H](C)[C@@H](CN(C)C(=O)CN(C)C)Oc2ncc(C3=CCCC3)cc2C1=O	0.0
CN(C)CC#Cc1ccc([C@H]2[C@@H](CO)N3CCCCN(C(=O)Nc4cc(F)ccc4F)C[C@H]23)cc1	1.0
CNC(=O)C[C@H]1CC[C@@H]2[C@H](COc3ccc(NC(=O)c4ccccc4Cl)cc3C(=O)N2C)O1	2.3
Cc1ccc(S(=O)(=O)N[C@@H]2CC[C@H](CC(=O)NC3CCCCC3)O[C@H]2CO)cc1	-0.6
COc1ccccc1S(=O)(=O)N(C)C[C@H]1OCc2ccccc2-c2c(n(C)c3ccccc23)C(=O)N([C@H](C)CO)C[C@@H]1C	-0.1
C[C@@H]1CN([C@@H](C)CO)S(=O)(=O)c2ccc(/C=C/c3ccccc3)cc2O[C@@H]1CN(C)C(=O)CN1CCOCC1	1.8
CC(=O)N(C)C[C@H]1Oc2cc(C3=CCCC3)ccc2S(=O)(=O)N([C@H](C)CO)C[C@@H]1C	-1.5
C[C@@H]1CN([C@@H](C)CO)S(=O)(=O)c2ccc(C#CC3CC3)cc2O[C@@H]1CN(C)Cc1cccc(F)c1	0.8
COc1ccc(NC(=O)N(C)C[C@H]2OCCCC[C@@H](C)Oc3ccc(NC(=O)c4ccccc4)cc3C(=O)N([C@H](C)CO)C[C@H]2C)cc1	-9.1
C[C@@H]1CN([C@@H](C)CO)C(=O)c2cc(NC(=O)Nc3ccc(C(F)(F)F)cc3)ccc2O[C@H]1CN(C)Cc1ccc(C(F)(F)F)cc1	-0.1
C[C@H](CO)N1C[C@H](C)[C@@H](CN(C)CC2CCCC2)Oc2cc(C3=CCCC3)ccc2S1(=O)=O	-0.3
C[C@H]1CN([C@@H](C)CO)C(=O)c2cc(-c3cncnc3)cnc2O[C@@H]1CN(C)C(=O)c1cccc(F)c1	0.4
O=C(C[C@H]1C[C@@H]2c3cc(NS(=O)(=O)c4ccccc4)ccc3O[C@@H]2[C@@H](CO)O1)NC1CCCC1	0.0
CCCNC(=O)C[C@@H]1CC[C@@H]2[C@H](COc3ccc(NC(=O)C4CCOCC4)cc3C(=O)N2C)O1	-1.8
CC(C)C(=O)Nc1ccc2c(c1)C(=O)N(C)[C@@H]1CC[C@@H](CC(=O)NCc3ccccc3)O[C@H]1CO2	0.1
COc1ccc([C@H]2C=C(C(=O)N3CCN(Cc4ccc5c(c4)OCO5)CC3)O[C@@H](OCc3ccc(CO)cc3)C2)cc1	-0.5
CNC[C@H]1Oc2cc(C#Cc3ccccn3)ccc2S(=O)(=O)N([C@@H](C)CO)C[C@@H]1C	-0.6
CC(C)C#Cc1ccc2c(c1)O[C@H](CN(C)Cc1cccnc1)[C@@H](C)CN([C@@H](C)CO)S2(=O)=O	0.5
COc1ccc(NC(=O)N[C@@H]2C=C[C@@H](CC(=O)NCc3ccccn3)O[C@H]2CO)cc1	-0.6

Arranged by molecular weight (smallest number first): part of the list above
SMILES	TcdB GH inh
O=C(CC1CC1)N1CC2(C1)[C@H](c1ccccc1)[C@H](CO)N2Cc1cccc(F)c1	0.3
CC(=O)N(C)C[C@H]1Oc2cc(C3=CCCC3)ccc2S(=O)(=O)N([C@H](C)CO)C[C@@H]1C	-1.5
CCCNC(=O)C[C@@H]1CC[C@@H]2[C@H](COc3ccc(NC(=O)C4CCOCC4)cc3C(=O)N2C)O1	-1.8
CC(C)C(=O)Nc1ccc2c(c1)C(=O)N(C)[C@@H]1CC[C@@H](CC(=O)NCc3ccccc3)O[C@H]1CO2	0.1
CCCC(=O)Nc1ccc2c(c1)C(=O)N(C)[C@H]1CC[C@H](CC(=O)NCC3CCCCC3)O[C@@H]1CO2	-0.7
O=C(C[C@H]1C[C@@H]2c3cc(NS(=O)(=O)c4ccccc4)ccc3O[C@@H]2[C@@H](CO)O1)NC1CCCC1	0.0
C[C@@H]1CN([C@@H](C)CO)S(=O)(=O)c2ccc(Br)cc2O[C@@H]1CN(C)Cc1ccccc1	-0.5
C[C@@H]1CN([C@@H](C)CO)S(=O)(=O)c2ccc(/C=C/c3ccccc3)cc2O[C@@H]1CN(C)C(=O)CN1CCOCC1	1.8
C[C@@H]1CN([C@@H](C)CO)C(=O)c2cc(NC(=O)Nc3ccc(C(F)(F)F)cc3)ccc2O[C@H]1CN(C)Cc1ccc(C(F)(F)F)cc1	-0.1
COc1ccc(NC(=O)N(C)C[C@H]2OCCCC[C@@H](C)Oc3ccc(NC(=O)c4ccccc4)cc3C(=O)N([C@H](C)CO)C[C@H]2C)cc1	-9.1

Carrying on:
SMILES	TcdB GH inh
CC(C)NC(=O)N(C)C[C@@H]1Oc2ccc(NC(=O)C3CCCCC3)cc2CC(=O)N([C@@H](C)CO)C[C@H]1C	-1.2
C[C@@H]1CN([C@@H](C)CO)C(=O)c2cc(C#Cc3ccccc3)cnc2O[C@@H]1CN(C)C(=O)CCN1CCCCC1	1.4
CO[C@H]1CN(C)C(=O)c2ccc(NC(=O)CC(F)(F)F)cc2OC[C@@H](C)N(C(=O)C2CC2)C[C@@H]1C	1.1
CN1c2ccc(-c3cccc(F)c3)cc2[C@@H]2[C@@H](CCN2C(=O)C2CC2)[C@@H]1CO	-11
C[C@H](CO)N1C[C@H](C)[C@H](CN(C)S(=O)(=O)c2ccc(C#N)cc2)Oc2ncc(Br)cc2C1=O	2.6
C[C@H]1CN([C@@H](C)CO)C(=O)c2cc(C#CC3(O)CCCC3)cnc2O[C@@H]1CN(C)C(=O)Nc1ccc2c(c1)OCO2	-0.6
COc1ccc(CN(C)C[C@H]2OCCCC[C@@H](C)Oc3ccc(NC(=O)Nc4c(C)noc4C)cc3C(=O)N([C@@H](C)CO)C[C@H]2C)cc1	-0.4
C[C@H]1CN([C@@H](C)CO)S(=O)(=O)c2ccc(C#CC3CC3)cc2O[C@@H]1CN(C)Cc1cccc(F)c1	-0.1
O=C(C1CCOCC1)N1CC2(C1)[C@H](c1ccccc1)[C@@H](CO)N2C(=O)CC1CC1	0.1
O=C(Nc1ccccc1)N1CCCCN2[C@@H](CO)[C@@H](c3ccc(C#Cc4ccccc4)cc3)[C@@H]2C1	1.6
C[C@@H]1CN([C@H](C)CO)S(=O)(=O)c2ccc(-c3cccc(F)c3)cc2O[C@H]1CN(C)S(=O)(=O)c1ccccc1	1.2
C[C@@H]1CN([C@@H](C)CO)C(=O)Cc2cc(NC(=O)Nc3ccc4c(c3)OCO4)ccc2O[C@H]1CN(C)Cc1ccc(C(F)(F)F)cc1	-0.5
CCCC#Cc1ccc([C@@H]2[C@@H](CO)N3CCCCN(S(C)(=O)=O)C[C@@H]23)cc1	0.6
COc1ccc(NC(=O)Nc2ccc3c(c2)CC(=O)N([C@H](C)CO)C[C@H](C)[C@@H](CN(C)Cc2ccc(C(=O)Nc4ccccc4N)cc2)O3)cc1	-1.4
O=C(C[C@H]1CC[C@@H]2[C@H](COC[C@H](O)CN2C(=O)C2CC2)O1)NCc1ccncc1	-0.3
C[C@@H]1CN([C@H](C)CO)C(=O)c2cccc(NC(=O)NC3CCCCC3)c2O[C@H]1CN(C)Cc1ccc(C(=O)O)cc1	0.1
COc1ccc(CN(C)C[C@H]2OCCCC[C@@H](C)Oc3ccc(NS(=O)(=O)c4ccc(OC)cc4)cc3C(=O)N([C@H](C)CO)C[C@H]2C)cc1	-0.4
C[C@H]1CN([C@@H](C)CO)C(=O)c2cc(N(C)C)ccc2O[C@H]1CN(C)S(=O)(=O)c1cccs1	-4.6
C[C@H](CO)N1C[C@H](C)[C@@H](CN(C)CC2CCCCC2)OCCCC[C@H](C)Oc2ccc(NC(=O)Nc3ccc(F)cc3)cc2C1=O	0.8
COc1ccc(NC(=O)N(C)C[C@@H]2Oc3ccc(NC(=O)Nc4cccc5ccccc45)cc3CC(=O)N([C@@H](C)CO)C[C@@H]2C)cc1	-0.9
C[C@H]1CN([C@@H](C)CO)C(=O)c2cccc(NC(=O)C3CC3)c2O[C@@H]1CN(C)S(C)(=O)=O	-0.4
O=C(Nc1cccc(F)c1)N1CCCCN2[C@@H](CO)[C@@H](c3ccc(-c4ccccc4F)cc3)[C@@H]2C1	0.6
CN1c2ccc(-c3ccccc3)cc2[C@H]2[C@H](CCN2S(=O)(=O)c2ccccc2F)[C@@H]1CO	0.4
COc1ccc2c3c([nH]c2c1)[C@@H](CO)N(C(=O)CN1CCOCC1)CC31CN(Cc2ccccc2)C1	0.4
CCCN(C)C[C@@H]1Oc2cc(-c3ccccc3F)ccc2S(=O)(=O)N([C@@H](C)CO)C[C@@H]1C	-0.9

Going on with the list:
SMILES	TcdB GH inh
CCCNC(=O)Nc1ccc2c(c1)OC[C@@H](C)N(C(=O)c1ccccc1F)C[C@@H](C)[C@H](OC)CN(C)C2=O	0.2
COc1ccc(S(=O)(=O)Nc2ccc3c(c2)C(=O)N([C@H](C)CO)C[C@@H](C)[C@@H](CN(C)S(=O)(=O)c2ccc(Cl)cc2)OCCCC[C@H](C)O3)cc1	0.9
C[C@H](CO)N1C[C@H](C)[C@@H](CN(C)Cc2ccc(C(=O)O)cc2)OCc2ccccc2-c2c(n(C)c3ccccc23)C1=O	0.3
Cn1cnc(S(=O)(=O)N[C@@H]2CC[C@H](CC(=O)Nc3ccccc3)O[C@H]2CO)c1	1.6
Cc1cccc(S(=O)(=O)N2CCCCN3[C@H](CO)[C@@H](c4ccc(C#C[C@@H](C)O)cc4)[C@H]3C2)c1	1.0
C[C@@H]1CCCCO[C@H](CN(C)S(=O)(=O)c2cccs2)[C@H](C)CN([C@H](C)CO)C(=O)c2cc(NC(=O)Nc3ccc(F)cc3)ccc2O1	0.0
C[C@H](O)C#Cc1ccc2c(c1)O[C@H](CN(C)C(=O)c1ccncc1)[C@@H](C)CN([C@@H](C)CO)S2(=O)=O	-2.5
O=C(C[C@@H]1C[C@@H]2c3cc(NC(=O)c4ccc5c(c4)OCO5)ccc3O[C@@H]2[C@H](CO)O1)NCC1CC1	0.2
C[C@@H]1CCCCO[C@H](CN(C)C(=O)Nc2ccc3c(c2)OCO3)[C@H](C)CN([C@@H](C)CO)C(=O)c2cc(NS(C)(=O)=O)ccc2O1	-0.9
C[C@H]1CN([C@@H](C)CO)C(=O)c2cc(C#CC(C)(C)O)cnc2O[C@@H]1CN(C)C(=O)C1CC1	-1.4
CO[C@H](CN(C)S(=O)(=O)c1ccc(Cl)cc1)[C@H](C)CN(Cc1ccccc1Cl)[C@H](C)CO	-7.6
CCC(=O)N1[C@H](CO)[C@@H](c2ccc(-c3ccccc3C)cc2)C12CN(C(C)=O)C2	0.3
COc1ccccc1NC(=O)N1CC(=O)N2[C@H](C1)[C@@H](c1ccc(C#Cc3ccccc3)cc1)[C@@H]2CO	1.0
C[C@H](O)C#Cc1ccc2c(c1)O[C@@H](CN(C)C(=O)Nc1ccccc1)[C@@H](C)CN([C@H](C)CO)S2(=O)=O	0.2
Cc1noc(C)c1NC(=O)N(C)C[C@@H]1Oc2ccc(NC(=O)NC3CCCCC3)cc2C(=O)N([C@H](C)CO)C[C@H]1C	-0.6
COc1ccc2c3c([nH]c2c1)[C@@H](CO)N(C(=O)CN(C)C)CC31CCN(CC2CCCC2)CC1	-2.8
C[C@@H]1CCCCO[C@H](CN(C)Cc2ccncc2)[C@H](C)CN([C@@H](C)CO)C(=O)c2cc(NS(C)(=O)=O)ccc2O1	0.2
O=C(C[C@@H]1C[C@@H]2c3cc(NC(=O)NC4CCCC4)ccc3O[C@@H]2[C@@H](CO)O1)NCc1ccccc1	-7.5
CCC(=O)N1CCC2(CC1)CN(C(=O)Cc1ccccc1)[C@@H](CO)c1c2c2ccc(OC)cc2n1C	-2.1
COc1cccc(S(=O)(=O)N(C)C[C@@H]2Oc3ncccc3C(=O)N([C@H](C)CO)C[C@@H]2C)c1	0.3
CCC(=O)Nc1ccc2c(c1)C(=O)N(C)[C@H]1CC[C@H](CC(=O)NCc3ccccc3)O[C@H]1CO2	-0.8
COCCNC(=O)C[C@@H]1C[C@@H]2c3cc(NC(=O)NC4CCCCC4)ccc3O[C@@H]2[C@H](CO)O1	-0.8
O=C(Cc1ccccn1)N[C@@H]1CC[C@H](CC(=O)N2CCCCC2)O[C@@H]1CO	-1.5
CN(C)C(=O)C[C@@H]1C[C@@H]2c3cc(NC(=O)Cc4ccncc4)ccc3O[C@@H]2[C@H](CO)O1	1.1
CCCNC(=O)N(C)C[C@H]1Oc2cc(C#CC(C)C)ccc2S(=O)(=O)N([C@H](C)CO)C[C@@H]1C	1.1

Continued:
SMILES	TcdB GH inh
CO[C@H]1CN(C)C(=O)c2ccc(NC(=O)c3ccc(F)cc3)cc2OC[C@@H](C)NC[C@@H]1C	0.9
Cc1noc(C)c1S(=O)(=O)N(C)C[C@H]1Oc2ccc(NS(C)(=O)=O)cc2C(=O)N([C@H](C)CO)C[C@H]1C	-1.0
O=C(CCN1CCCCC1)N[C@@H]1CC[C@H](CCNS(=O)(=O)c2ccc(Cl)cc2)O[C@@H]1CO	-2.5
O=C(C[C@@H]1CC[C@@H]2NC[C@H](O)COC[C@H]2O1)NCCN1CCCC1	-0.1
C[C@@H]1CN([C@H](C)CO)C(=O)Cc2cc(NS(=O)(=O)c3ccc(F)cc3)ccc2O[C@H]1CN(C)Cc1ccc(C(F)(F)F)cc1	1.2
Cc1ccccc1S(=O)(=O)N1C[C@@H](O)COC[C@@H]2O[C@@H](CC(=O)NCCc3ccccc3)CC[C@H]21	-0.1
COc1cccc(CN(C)C[C@@H]2OCc3cn(nn3)CCCC(=O)N([C@H](C)CO)C[C@H]2C)c1	0.2

Bioassay records: PubChem BioAssay, Broad Institute

This is a subset. The share of hits here may be higher or lower than overall.
